Screens: PubChem BioAssay, National Center for Advancing Translational Sciences (NCATS)
TCR act = T cell receptor activation. 330,000 tested, under 10 active. primary human leukocytes, anti-CD3, IL-2 HTRF, 48 h. Potency, µM (highest dose often 9.22 µM), for inactives: top-dose activation of IL-2 secretion, hits mostly activators. AID 504894; further: % of control where 0% means no effect
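Human primary leukocytes + a-CD3 beads + cpd, 48 hr; IL-2 in supernatant by HTRF (ex 320nm / em 665nm). No co-stimulatory signal supplied.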
BRCA1 expr up = BRCA1 expression activation; MCF7-BRCA1-FFLuc reporter, luminescence, 48 h; response scale: scaled: vehicle 0%, 10 µM genistein 100%; Potency, µM (titrated, usually from 46.1 µM), without a hit: top-dose activation, most hits filed as activators; actives 1.1% (n = 380,000); AID 624202; further: potency means the concentration at half of the fitted maximal effect; nearly all actives have a fitted effect of over 80% in size; some results filed as inactive show a strong effect at the top dose
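MCF7 cells carrying a BRCA1-firefly luciferase reporter (2000 cells/well, phenol-red free MEM) were attached for 2 h at 37 °C, then given compounds for 48 h. Luminescence was read 15 min after luciferase reagent; activity normalized to genistein (10 microM) and DMSO.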
p53 reactivator = re-activators of mutant p53 | actives 0.063% (n = 320,000) | H1299 p53-A138V BP100-luciferase reporter, luminescence, 24 h | AID 504706 | Potency, µM (doses to about 92.2 µM), for the others: top-dose activity change, positive = activation, usual class: activators; further: potency means the concentration at half of the fitted maximal effect; % of control where 0% means no effect; nearly all actives have a fitted effect of over 45% in size
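p53-null H1299 cells stably carrying temperature-sensitive p53-A138V and a BP100-luciferase reporter were pinned with compounds (4-point, 1:5 series) and held 24 hrs at 37 deg C. Luminescence was read 10 min after detection reagent.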
MLL CXXC-DNA inh = blocks binding of human MLL CXXC domain to DNA. MLL-CXXC / FITC-HOXA9 DNA fluorescence polarization. Potency, µM (top dose mostly 115 µM), inactives show at the highest dose activity change, negative = inhibition, actives largely listed as inhibitors. actives 0.037% (n = 290,000); active means well fitted inhibition curve with a large enough effect in the polarisation, with a control signal flat, not every such curve was filed as active; inconclusive means small, poorly fitted or top-dose-only effect, or effect the other way, or a change in a side signal; inactive means no such curve, though single readings can be large or run the other way; the % refers to the polarisation; further: potency means the concentration at half of the fitted maximal effect
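Steps: dispense CXXC domain solution (7 uM) → pin compounds or unlabeled HOX-A9 DNA control → 5 min ambient → add FLSN-HOX-A9 solution (50 nM) → spin → 30 min ambient → fluorescence polarization. Tris pH 7.5/NaCl/DTT/BSA buffer.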
Integrin act MD = integrin-mediated muscular dystrophy alleviation activation; actives 0.064% (n = 350,000); Potency, µM (series often up to 38.3 µM), for inactives: top-dose activation, usual class: activators; alpha7betagal myoblasts, beta-gal FDG fluorescence, 48 h;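 further: potency means the concentration at half of the fitted maximal effect; 100% = response of the positive control SU9516; nearly all actives have a fitted effect of over 60% in size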
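Alpha7betagal+/- myoblasts (passage 13) were plated 16-24 hr, then exposed to compounds (1:260 dilution of DMSO stock) for 48 hours at 37C. After MPER lysis, β-galactosidase reporter activity was read as FDG fluorescence (ex 480/em 540) after 30 minutes.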
A-T KAP1 phos = potential ataxia-telangiectasia treatment. […] A-T fibroblasts, KAP-1 phosphorylation AlphaLISA; neocarzinostatin DNA damage 30 min before lysis. Potency, µM (highest dose often 57.5 µM), for inactives: top-dose activation, usual class: activators. actives 0.19% (n = 320,000). AID 485349; further: potency means the concentration at half of the fitted maximal effect; % of control where 0% means no effect; nearly all actives have a fitted effect of over 45% in size
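hTERT-immortalized A-T patient fibroblasts ([…]), 500 cells/well in OPTI-MEM, 1% FBS, got compounds for 60 min, then NCS for 30 min at 37C. Lysates were then assayed for phospho-KAP-1 by AlphaLISA (anti-pKAP1 donor, anti-KAP1 acceptor beads), 6 hr at 25C.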
PTAP TSG101 blk = blocks PTAP/TSG101 interaction to inhibit HIV-1 budding. Potency, µM (series often up to 115 µM), for inactives: at the top dose activity change, negative = inhibition, most hits filed as inhibitors. 340,000 tested, under 10 active. Fluorescence polarization, FITC-PTAP peptide / Tsg101 binding; active means well fitted inhibition curve with a large enough effect in the main read-out, with a control signal flat, not every such curve was filed as active; inconclusive means small, poorly fitted or top-dose-only effect, or effect the other way, or a change in a side signal; inactive means no such curve, though single readings can be large or run the other way; further: potency means the concentration at half of the fitted maximal effect; % of control where 0% means no effect
Target sequence (Q99816 whole entry, looked up): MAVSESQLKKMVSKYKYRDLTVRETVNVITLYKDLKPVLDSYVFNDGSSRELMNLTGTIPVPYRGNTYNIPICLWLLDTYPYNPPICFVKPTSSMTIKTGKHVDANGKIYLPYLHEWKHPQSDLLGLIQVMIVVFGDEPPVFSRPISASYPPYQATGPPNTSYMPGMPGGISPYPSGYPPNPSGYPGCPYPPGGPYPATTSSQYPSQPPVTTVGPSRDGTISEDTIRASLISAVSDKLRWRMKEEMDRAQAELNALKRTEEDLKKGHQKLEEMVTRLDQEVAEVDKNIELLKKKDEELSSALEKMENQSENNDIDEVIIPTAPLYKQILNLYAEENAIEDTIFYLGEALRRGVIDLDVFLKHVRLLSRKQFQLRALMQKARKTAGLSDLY
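Fluorescence anisotropy tracks displacement of a FITC-tagged PTAP peptide (50 nM) from the Tsg101 binding domain (10 uM), following a 20 min room-temperature incubation at pH 7.5.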
TRPV1 agonist = human TRPV1 agonism; Q8NER1; TRPV1-expressing cells, Fluo-8 calcium influx, agonist mode; activation, % at 8.33 µM; actives 0.19% (n = 320,000); AID 540275; in the data active means activation above about 80%; inconclusive means between about 30% and that limit; further: 0% is about no effect
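Cells expressing TRPV1 were dye-loaded with Fluo-8 and read kinetically: 10 s baseline, 3 min after compound (agonist portion), then 2 min after EC20 capsaicin (allosteric enhancer portion). Calcium-bound dye fluorescence at 480/520 nm.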
ELG1 repair inh = ELG1-dependent DNA repair inhibition | HEK293T ELG1-luciferase reporter, luminescence, 16 h; DNA damage induced by 5-fluorouridine | Potency, µM (titrated, usually from 46.1 µM), for inactives: at the highest dose activity change, negative = inhibition, usual class: inhibitors | actives 2.3% (n = 330,000) | AID 504467; further: potency means the concentration at half of the fitted maximal effect; on the % scale 0 is the no-effect control and ±100 the full control effect; nearly all actives have a fitted effect of over 55% in size
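Cells (2,000 per well) received 5-fluorouridine plus test compound or DMSO and were incubated 16 hr at 37 °C, 5% CO2. Luciferase activity was read by luminescence 30 min after ONE-Glo addition; signal suppression marked inhibition of damage-induced ELG1 function.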
B2AR arrestin = beta2AR (human) beta-arrestin recruitment activity. P07550. beta-arrestin recruitment to beta2AR, cell-based reporter. Potency, µM (highest dose often 46.1 µM), inactives show at the highest dose activation, hits mostly activators. actives 0.02% (n = 330,000);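 further: potency means the concentration at half of the fitted maximal effect; 0% = DMSO controls and full agonism = EC100 isoproterenol or metaproterenol; nearly all actives have a fitted effect of over 65% in size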
Target sequence (P07550 whole entry, looked up): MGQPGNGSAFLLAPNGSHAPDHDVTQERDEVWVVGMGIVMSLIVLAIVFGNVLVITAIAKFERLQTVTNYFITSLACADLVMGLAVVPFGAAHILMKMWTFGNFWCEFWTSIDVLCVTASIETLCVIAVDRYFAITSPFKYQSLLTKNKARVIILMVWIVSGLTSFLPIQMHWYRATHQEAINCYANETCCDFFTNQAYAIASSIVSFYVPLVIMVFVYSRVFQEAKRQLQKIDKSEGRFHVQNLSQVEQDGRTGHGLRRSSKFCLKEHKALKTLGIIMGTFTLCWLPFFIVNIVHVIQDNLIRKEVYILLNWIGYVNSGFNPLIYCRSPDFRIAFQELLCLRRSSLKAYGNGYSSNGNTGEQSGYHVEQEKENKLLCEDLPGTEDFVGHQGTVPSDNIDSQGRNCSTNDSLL
* marks the source's active call; other numbers are inactive results; ? = inconclusive; · = not tested or not shown; [ ] = dose if it differs, or a comment. Unless noted, the call rests on the fitted dose curve; in most records, active means well fitted curve in the direction sought with a large enough effect; inconclusive means small, poorly fitted or top-dose-only effect, or another doubt; inactive means no such curve, though single readings can be large; an effect the other way counts as inactive or inconclusive.

SMILES	TCR act	BRCA1 expr up	p53 reactivator	MLL CXXC-DNA inh	Integrin act MD	A-T KAP1 phos	PTAP TSG101 blk	TRPV1 agonist	ELG1 repair inh	B2AR arrestin
COC(=O)/C=c1/s/c(=C(/C#N)C(=O)N2CCOCC2)n(-c2ccccc2)c1=O	6%	9%	-4%	2%	2%	-4%	-11%	0	?	-0.1%
O=C(COc1ccccc1F)Nc1cc(S(=O)(=O)N2CCOCC2)ccc1N1CCOCC1	12%	-17%	3%	5%	-24%	-8%	-2%	4	?	0.0%
Cc1cccc(C)c1NC(=O)CCCN1CC(C)OC(C)C1 (stereo not given)	-3%	1%	5%	6%	17%	·	4%	12	7%	0.0%
CC(C)N(C)S(=O)(=O)c1ccc(NC(=O)CSC(=S)N2CCCC2)cc1	-2%	14%	-2%	·	-1%	-1%	0%	1	0%	-0.8%
COc1cc2cc(CN(CCCN3CCOCC3)C(=O)Nc3ccc(F)cc3)c(=O)[nH]c2cc1OC	5%	-10%	-3%	7%	-33%	2%	-2%	-1	-6%	6.6%
CN(C)S(=O)(=O)c1cccc(NC(=O)c2cc3ccccc3o2)c1	13%	12%[1.84 µM]	17%	-1%	1%	1%	-4%	0	?	0.0%
O=C(O)Cn1cccc1C(=O)c1ccccc1	-6%	8%	0%	-4%	6%	·	-5%	5	-2%	0.6%
N=c1c2c(-c3ccccc3)c(-c3ccccc3)n(Cc3ccccc3)c2ncn1CCCO	0%	-44%	-32%[inhibitor]	·	-57%[inhibitor]	3%	-3%	-16	-1%	0.0%
CC(C)(C)c1ccc(S(=O)(=O)N2CCC(CO)(CC3CCCCO3)CC2)cc1 (stereo not given)	11%	-8%	-2%	-18%	-33%	-6%	0%	24	-12%	-0.4%
CC(=O)Nc1ccc(/C=C/c2noc(-c3ccccc3O)n2)cc1	-3%	?	·	-15%	2%	-1%	-2%	2	?	0.1%
CNCCOCC(O)CSc1ccccc1 (stereo not given)	1%	18%	2%	8%	-5%	1%	-5%	-1	-1%	0.1%
CCc1nnc(NC(=O)CN2C(=O)/C(=C/c3ccc(OC)c(OC)c3)SC2=S)s1	·	·	2%	-16%	·	?	·	-1	2%	0.1%
Cn1nc(C(=O)NNC(=O)c2cccc(Cl)c2)c2ccccc2c1=O	5%	-16%	-3%	·	23%	-4%	-1%	·	?	-0.2%
COc1ccc(C(=O)N(C)Cc2ccccc2)cc1Br	7%[46.1 µM]	·	7%	2%	·	0%	·	-11	16%	0.3%
CCn1cc(C2=NOC(C(=O)Nc3cc(OC)c(Cl)cc3OC)C2)c(C)n1 (stereo not given)	-59%	-9%	-2%	4%	0%	7%	-6%	20	-21%	0.0%
CC(=O)c1cc2c(cc1NC(=O)Cn1nc(-c3ccc(F)cc3)ccc1=O)OCO2	-2%	-41%	-9%	3%	1%	4%	1%	16	?	0.1%
Cc1ccc(C)c(OCCC(=O)N2CCN(S(=O)(=O)c3cc(F)ccc3F)CC2)c1	-8%	-6%	-16%	·	2%	6%	-3%	?	-24%	0.1%
CCCC(CCC)C(=O)NCCN1CCOCC1	4%	1%	1%	-2%	10%	-1%	1%	3	17%	-0.2%
COC(=O)CCS(=O)(=O)c1ccc(Cl)c(Cl)c1	0%	3%	-15%	0%	1%	11%	-9%	0	8%	2.7%
CC(=O)c1c(COC(=O)c2ccc(C)cc2)nc2ccccc2[n+]1[O-]	2%	-3%	15%	-6%	9%	-3%	-3%	6	-7%	-0.1%
Cc1ccc(Cl)cc1N1CCN(C(=O)c2ccccc2SCC(=O)N2CCCC2)CC1	0%	-32%	-9%	·	-30%	3%	-3%	6	-23%	-0.2%
Nc1c(S(=O)(=O)c2cccs2)c2nc3ccccc3nc2n1Cc1ccccc1	5%	-52%	-1%	25%	2%	0%	-2%	-2	?	3.6%
Cc1ccc(S(=O)(=O)/N=C(/NNC(=O)c2cccc(Cl)c2)c2ccccc2)cc1	-2%	61%	?	0%	4%	-1%	-5%	?	?	0.3%
Cc1ccc(-c2csc3ncn(CC(N)=O)c(=O)c23)cc1C	-2%	1%	-22%	6%	-5%	9%	0%	3	-18%	-1.5%
O=C(Nn1c(-c2ccc(Br)cc2)nc2ccccc2c1=O)c1ccncc1	-3%	-11%	9%	0%	-24%	-2%	-4%	3	-2%	0.1%
CCOc1ccc(-c2cc(C(=O)NCCCN3CCOCC3)c3ccccc3n2)cc1	-4%	40%	-3%	7%	4%	0%	-1%	11	17%	0.4%
Clc1ccc(-c2nc3ccccc3[nH]2)cn1	1%	67%	4%	5%	4%	4%	-13%	17	?	-1.1%
CCOC(=O)c1c(C)n(C)c2ccc(OC(=O)c3ccc([N+](=O)[O-])cc3)cc12	-1%[46.1 µM]	-6%	17%	14%	-1%	0%	-2%	6	16%	0.1%
COC(=O)[C@@H](NC(=O)Nc1ccc(S(N)(=O)=O)cc1)C(C)C	5%[46.1 µM]	0%	1%	-2%	4%	-1%	-1%	-2	7%	-2.0%
CN(C)S(=O)(=O)c1cccc(C(=O)Nc2cc(S(=O)(=O)N3CCOCC3)ccc2O)c1	0%	-7%	3%	·	31%	11%	0%	0	2%	-0.2%

Part of the list above, in CSV form:
Compound,TCR act,BRCA1 expr up,p53 reactivator,MLL CXXC-DNA inh,Integrin act MD,A-T KAP1 phos,PTAP TSG101 blk,TRPV1 agonist,ELG1 repair inh,B2AR arrestin
O=C(Nn1c(-c2ccc(Br)cc2)nc2ccccc2c1=O)c1ccncc1,-3%,-11%,9%,0%,-24%,-2%,-4%,3,-2%,0.1%
CCOc1ccc(-c2cc(C(=O)NCCCN3CCOCC3)c3ccccc3n2)cc1,-4%,40%,-3%,7%,4%,0%,-1%,11,17%,0.4%

Continuation:
SMILES	TCR act	BRCA1 expr up	p53 reactivator	MLL CXXC-DNA inh	Integrin act MD	A-T KAP1 phos	PTAP TSG101 blk	TRPV1 agonist	ELG1 repair inh	B2AR arrestin
O=c1ccsc2ccccc12	0%	0%	·	·	14%	·	-2%	·	·	·
CC(C)c1c(O)nc(SCC(=O)N2CCOCC2)[nH]c1=O	-5%	-1%	-3%	-4%	8%	4%	0%	-3	9%	-0.4%
Brc1ccc2c(c1)OCCOCCOCCOCCOCCO2	4%[46.1 µM]	0%	-8%	-3%	-16%	-3%	-1%	1	-2%	0.1%
COc1ccc(CCC(=O)N(C)CC(=O)Nc2ccc(Cl)c(C(F)(F)F)c2)cc1	-2%	-23%	0%	-8%	-4%	7%	-2%	19	?	0.0%
COC(=O)CNC(=O)Cn1ccc2ccccc2c1=O	0%	6%	5%	-2%	9%	6%	0%	1	5%	0.1%
Cc1ccccc1OCc1nnc(SCC(=O)N2CCc3ccccc32)n1C	-7%[46.1 µM]	-1%	10%	-12%	11%	·	-4%	-1	0%	0.0%
CC(=O)c1cccc(N(C(=O)Cn2nnc3ccccc32)C(C(=O)NCc2ccccc2)c2ccccn2)c1 (stereo not given)	-5%[46.1 µM]	-23%	1%	1%	-3%	7%	-3%	1	2%	0.8%
CC1CCCC(C)N1C(=O)c1cc(-c2ccc3c(c2)OCO3)on1 (stereo not given)	-2%	?	?	-6%	2%	-1%	0%	5	?	-0.9%
CCOc1ccc(N2C(=O)CSC2=S)cc1	0%	-4%	·	-1%	-36%	-1%	2%	-5	-13%	0.1%
COc1ccccc1NC(=O)c1ccc2c(c1)N(CC#N)C(=O)C(C)(C)O2	6%	-10%	-5%	-26%	0%	10%	-1%	3	6%	0.6%

In the list so far, these have an aryl methoxy group:
SMILES	TCR act	BRCA1 expr up	p53 reactivator	MLL CXXC-DNA inh	Integrin act MD	A-T KAP1 phos	PTAP TSG101 blk	TRPV1 agonist	ELG1 repair inh	B2AR arrestin
COc1cc2cc(CN(CCCN3CCOCC3)C(=O)Nc3ccc(F)cc3)c(=O)[nH]c2cc1OC	5%	-10%	-3%	7%	-33%	2%	-2%	-1	-6%	6.6%
CCc1nnc(NC(=O)CN2C(=O)/C(=C/c3ccc(OC)c(OC)c3)SC2=S)s1	·	·	2%	-16%	·	?	·	-1	2%	0.1%
COc1ccc(C(=O)N(C)Cc2ccccc2)cc1Br	7%[46.1 µM]	·	7%	2%	·	0%	·	-11	16%	0.3%
CCn1cc(C2=NOC(C(=O)Nc3cc(OC)c(Cl)cc3OC)C2)c(C)n1 (stereo not given)	-59%	-9%	-2%	4%	0%	7%	-6%	20	-21%	0.0%
COc1ccc(CCC(=O)N(C)CC(=O)Nc2ccc(Cl)c(C(F)(F)F)c2)cc1	-2%	-23%	0%	-8%	-4%	7%	-2%	19	?	0.0%
COc1ccccc1NC(=O)c1ccc2c(c1)N(CC#N)C(=O)C(C)(C)O2	6%	-10%	-5%	-26%	0%	10%	-1%	3	6%	0.6%
